Screening results from PubChem BioAssay.
MITF inh: human MITF inhibition, primary screen. AlphaScreen MITF homodimerization, bead proximity signal. hit rate 0.91% among 650,000. inhibition, % at 2.6 µM. AID 1259374; in the data active = inhibition above about 50%;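 note: 0% = vehicle wells with protein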
Target sequence (O75030 whole entry, looked up): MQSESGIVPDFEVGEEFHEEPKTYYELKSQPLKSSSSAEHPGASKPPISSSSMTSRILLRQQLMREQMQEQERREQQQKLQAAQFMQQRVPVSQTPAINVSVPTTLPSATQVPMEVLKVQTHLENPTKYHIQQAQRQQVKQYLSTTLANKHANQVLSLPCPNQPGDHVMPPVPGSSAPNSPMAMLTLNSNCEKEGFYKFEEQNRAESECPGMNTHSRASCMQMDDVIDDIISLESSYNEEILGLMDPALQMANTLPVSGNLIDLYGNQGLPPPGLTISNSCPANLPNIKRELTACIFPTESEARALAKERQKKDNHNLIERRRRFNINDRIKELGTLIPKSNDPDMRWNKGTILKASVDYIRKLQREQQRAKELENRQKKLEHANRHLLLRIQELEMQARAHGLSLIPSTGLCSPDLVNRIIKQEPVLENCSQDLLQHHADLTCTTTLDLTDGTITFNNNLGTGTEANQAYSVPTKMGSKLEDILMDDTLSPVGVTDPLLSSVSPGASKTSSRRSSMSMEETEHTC
GPR151 ag: activators of human GPR151 | Q8TDV0 | hit rate 1% among 650,000 | activation, % at 11.2 µM | PathHunter beta-arrestin GPR151 cells, luminescence; in the data active = activation above about 4.9%;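 note: 0% = median of compound wells and 100% = cells with positive control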
Target sequence (Q8TDV0 whole entry, looked up): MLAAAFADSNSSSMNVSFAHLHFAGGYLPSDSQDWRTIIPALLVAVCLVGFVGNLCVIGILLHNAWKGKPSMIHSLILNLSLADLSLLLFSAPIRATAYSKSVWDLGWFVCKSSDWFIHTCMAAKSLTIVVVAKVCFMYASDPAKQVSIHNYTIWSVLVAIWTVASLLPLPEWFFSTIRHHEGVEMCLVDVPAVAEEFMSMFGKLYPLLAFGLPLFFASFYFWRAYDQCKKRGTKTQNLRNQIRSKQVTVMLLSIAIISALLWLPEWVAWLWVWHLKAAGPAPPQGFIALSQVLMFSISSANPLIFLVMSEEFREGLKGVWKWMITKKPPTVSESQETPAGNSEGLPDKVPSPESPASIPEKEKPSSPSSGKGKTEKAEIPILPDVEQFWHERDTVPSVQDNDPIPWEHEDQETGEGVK
FBW7 activator: activators of human E3 ligase FBW7; AlphaScreen FBW7–phospho-cyclin E peptide binding, activator screen; normalized activity (activation), % at 26.1 µM; hit rate 0.13% among 650,000; AID 1259310; in the data active = normalized activity above about 1.9%;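 note: purified mutant Fbw7 with reduced substrate affinity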
TEAD-YAP block: TEAD-YAP interaction inhibition; HEK-TIYL cells, TEAD-Gal4/YAP UAS-luciferase luminescence; inhibition, % at 9.12 µM; hit rate 1.4% among 640,000; AID 1259422; in the data active = inhibition above about 32%;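 note: 0% = median of test compound wells and 100% = reference inhibitor wells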
Numbers without * were called inactive; . = no result given. The order is random, and some 3.4% of all compounds hit somewhere here.

SMILES	MITF inh	GPR151 ag	FBW7 activator	TEAD-YAP block
COc1cccc(NC(=O)c2sc3nc4c(C)cccc4cc3c2N)c1	11	1.8	0.0	-38
COc1ccc(N2CCN(C(=O)Cn3cnc4sc(C)c(C)c4c3=O)CC2)cc1	-9	0.0	0.0	5
CC1CC(C)CN(CC(O)COCCOc2ccc(Cl)cc2)C1 (centres undefined)	2	-1.4	0.0	5
CNC(=O)c1ccc(-c2ccc(C)c(C)c2)nc1NCCOC	9	0.8	0.3	-42
CCCCc1ccc(C2=N/C(=C\c3ccc4c(c3)OCO4)C(=O)O2)cc1	8	-0.4	0.1	1
CCOC(=O)c1c(NC(=O)CC)sc(C(=O)N2CCCCC2)c1C	14	3.0	0.2	-14
Cc1nc(N2CCCCC2)c2c(C)c(C(=O)Nc3ccc4c(c3)OCO4)sc2n1	-4	1.2	-0.2	-3
CC(=O)Nc1cccc2c1C(=O)N(c1cccc(OC(C)=O)c1)C2=O	-16	0.6	0.1	13
COc1ccc(CCC(=O)Nc2ccc3c(c2)OCCO3)cc1	-4	2.5	0.0	-9
CCCC(=O)N1CCN(c2ccc(Nc3ccncc3)nn2)CC1	6	2.4	-0.1	-3
COc1cccc(-n2c(=O)c3c(C)c(C)sc3n(CC(=O)NCc3ccco3)c2=O)c1	5	-0.5	0.1	0
COc1ccc(-c2cc(C(=O)NN)n(-c3ccccc3)n2)cc1	11	2.3	-0.1	-29
COc1ccc(CCNc2ccnc(Nc3ncccn3)n2)cc1	8	-0.2	-0.1	7
COc1ccc(CNC(=O)[C@@H]2C=CCN2C(=O)c2cccs2)cc1	3	-0.3	-0.1	8
O=C(NC1CCCC1)C1CCN(S(=O)(=O)N2CCC3(CC2)OCCO3)CC1	28	-0.5	-0.3	-5
Cc1ccc(NC(=O)COc2cccc(C=O)c2)cc1	5	4.0	0.0	-66
Cc1nc(NC(=O)CSc2nnc3n(C)c(=O)c4ccccc4n23)sc1C	-6	1.8	-0.1	-3
COC(=O)c1ccc(-c2c(Nc3ccccc3C)oc3c2c(=O)n(C)c(=O)n3C)cc1	-6	-1.2	-0.1	-8
COc1cccc2cc(C(=O)Nc3ccc(Oc4ccc(Br)c5ccccc45)c(Cl)c3)c(=O)oc12	-5	0.4	-0.1	9
COc1ccc(C(=O)COC(=O)c2cccc(S(=O)(=O)N3CCCCC3)c2)c(OC)c1	8	0.1	0.0	2

Record cards, from the list above. Screens in order: MITF inh | GPR151 ag | FBW7 activator | TEAD-YAP block
COc1ccc(CNC(=O)[C@@H]2C=CCN2C(=O)c2cccs2)cc1 is entered as 3 | -0.3 | -0.1 | 8
COc1cccc(NC(=O)c2sc3nc4c(C)cccc4cc3c2N)c1 is entered as 11 | 1.8 | 0.0 | -38
CCCC(=O)N1CCN(c2ccc(Nc3ccncc3)nn2)CC1 is entered as 6 | 2.4 | -0.1 | -3

(more compounds)
SMILES	MITF inh	GPR151 ag	FBW7 activator	TEAD-YAP block
COC(=O)c1c(NC(=O)CCCOc2ccc(Cl)cc2Cl)sc2c1CCCCC2	11	0.0	-0.1	8
CCc1nnc(NC(=O)CSC(=O)c2ccccc2)s1	0	0.9	-0.7	-15
CCOC(=O)c1sc2nc(SCC(=O)C(C)(C)C)n(Cc3ccc(Cl)cc3)c(=O)c2c1C	15	-0.2	0.4	-1
COC(=O)C1=NNC2C(=O)N(c3ccc(Cl)c(Cl)c3)C(=O)C12 (centres undefined)	-8	0.1	0.1	0
O=C1C(=O)N(CCCc2ccccc2)c2ccccc21	9	2.0	-0.4	-11
Cc1cccc(NC(=S)NC(=O)c2ccc(F)cc2)n1	2	-0.1	0.1	-43
O=C(CSc1nc(SCC(=O)NCc2ccccc2)nc(SCC(=O)NCc2ccccc2)n1)NCc1ccccc1	3	-1.6	-0.1	3
CCOc1ccc(NC(=O)Nc2ccc(C)cn2)cc1	-6	-1.0	0.1	-23
CC(Sc1nnnn1C)C(=O)N(C)c1ccccc1 (centres undefined)	6	-1.2	0.0	1
CC(=O)c1cccc(NC(=O)Nc2nc3c(Cl)cccc3s2)c1	-3	2.8	0.0	-2
Cc1nc(NCCc2ccccc2)sc1C(=O)OCc1ccc(C#N)cc1	10	0.2	0.1	3
CCOC(=O)c1c(NC(=O)CCCS(=O)(=O)c2nc(-c3ccccc3OC)cc(C(F)(F)F)n2)sc(C(N)=O)c1C	-18	-0.1	0.0	1
COc1ccccc1N1CCN(C2CCCN(S(=O)(=O)c3ccc(C)cc3)C2)CC1 (centres undefined)	-6	0.6	-0.1	1
Cc1c(C(=O)O)sc2ncn(CC(=O)N3CCCCC3C)c(=O)c12 (centres undefined)	3	-1.2	-0.1	-1
CSc1ccc(C(=O)/C=C/c2ccc(N)cc2)cc1	3	-1.2	-0.1	-11
COc1cccc(NC(=O)c2snc3c(=O)[nH]cnc23)c1	3	-1.0	0.0	-3
CCOc1ccc2[nH]c(=O)c(CN(CCCO)C(=O)c3ccccc3)cc2c1	0	0.6	-0.1	4
N#CC(C#N)c1nc2ccccc2nc1-[n+]1ccccc1	13	3.1	0.4	-7
CN(C)c1ncc(C(=O)N2CCn3cc(C(F)(F)F)nc3C2)cn1	-6	0.3	-0.1	2
CN(C)S(=O)(=O)c1ccc(C(=O)NN2CC(=O)NC2=O)cc1	13	-1.0	-0.1	4
COc1ccccc1NC(=O)C1CCC(CNc2c(N3CCC(C)CC3)c(=O)c2=O)CC1 (centres undefined)	8	1.2	-0.1	-9
CCOCCOC(=O)c1ccc(NC(=O)/C=C/c2ccc(OC)c(Br)c2)cc1	-2	1.6	-0.1	2
Cc1cc(I)cc(C)c1OCC(=O)N/N=C/c1ccco1	1	-0.5	-0.2	1
c1nc(SCc2ccc(CSc3ncnc4sc5c(c34)CCCC5)cc2)c2c3c(sc2n1)CCCC3	10	0.5	-0.1	2
Cc1cc(C)c(C)c(S(=O)(=O)N2CCCCC2C(=O)O)c1C (centres undefined)	13	2.3	0.0	2
COc1cccc(C=C2C(=O)NC(=S)NC2=O)c1OCc1ccc(Cl)cc1	14	0.8	0.4	6
COc1ccc2c(c1)c(=O)oc1c(C)c(OCc3cc(C(=O)O)oc3C)ccc12	-11	-0.6	-0.1	-3
CC(C)(O)C#Cc1ccc(C(N2CCOCC2)N2CCOCC2)cc1	-8	-1.0	-0.2	-2
N#CC1=C(N)S[C@@H](C(=O)c2ccccc2)[C@@H]1c1cccnc1	-7	2.3	-0.4	-10
COc1ccc(C(=O)Nc2nc(-c3ccc4ccccc4c3)cs2)cc1	8	-0.1	0.1	-6
C=C(C)CSc1nc(N)c2c3c(sc2n1)CC(C)CC3 (centres undefined)	0	3.2	-0.1	-20
Cc1cc(F)ccc1S(=O)(=O)Nc1cc2c3c(c1)CC(=O)N3CCC2	9	1.5	0.0	-4
Cc1ccc(Nc2nc3nonc3nc2NCCc2ccccc2)cc1C	-6	-0.7	-0.1	-2
Cc1cc(NCc2ccco2)nc(N2CCN(c3ccccn3)CC2)n1	6	1.7	0.0	-6
O=C(CSc1ccc2nnc(-c3ccc(F)cc3)n2n1)NCc1ccco1	3	0.1	-0.5	-7
Cc1ccc(C(=O)NCCc2csc(-c3cccc(F)c3)n2)cc1C	-4	0.0	0.1	-2
Cc1ccc(C(=O)N2N=C3CCCCCC3C2(O)C(F)(F)F)cc1 (centres undefined)	-1	2.3	0.0	-10
CN(C)S(=O)(=O)c1ccc(C(=O)Nc2c3c(nn2C(C)(C)C)CS(=O)C3)cc1 (centres undefined)	-4	1.5	0.0	-5
COC(=O)c1cc(S(=O)(=O)Nc2ccc(Cl)cc2F)cn1C	0	-0.9	-0.3	-8
O=C(Nc1nc(-c2cccs2)cs1)c1ccc(N2C(=O)CCC2=O)cc1	-8	-0.6	-0.1	13

Another view of three compounds above:
SMILES: Cc1cc(I)cc(C)c1OCC(=O)N/N=C/c1ccco1
  MITF inh: 1	GPR151 ag: -0.5	FBW7 activator: -0.2	TEAD-YAP block: 1

SMILES: c1nc(SCc2ccc(CSc3ncnc4sc5c(c34)CCCC5)cc2)c2c3c(sc2n1)CCCC3
  MITF inh: 10	GPR151 ag: 0.5	FBW7 activator: -0.1	TEAD-YAP block: 2

SMILES: Cc1cc(C)c(C)c(S(=O)(=O)N2CCCCC2C(=O)O)c1C (centres undefined)
  MITF inh: 13	GPR151 ag: 2.3	FBW7 activator: 0.0	TEAD-YAP block: 2

Continued:
SMILES	MITF inh	GPR151 ag	FBW7 activator	TEAD-YAP block
CCN1C(=Nc2ccc(Cl)cc2)SC/C1=C\C(=O)OC	-6	-0.9	0.1	-26
O=C(CCSc1ccc(Cl)cc1)Nc1ccc(S(=O)(=O)Nc2ncccn2)cc1	-7	-2.4	0.0	-7
O=C(COC(=O)C12CC3CC(CC(Cl)(C3)C1)C2)c1ccccc1	13	1.3	0.3	-3
O=C1OC(c2ccc(Cl)cc2Cl)=N/C1=C\c1cccc(I)c1	3	1.6	0.1	10
O=C(NCc1cccs1)c1c(C(F)(F)F)nc2ccccn12	2	0.0	-0.1	1
O=C(c1ccno1)c1cc(F)ccc1O	13	0.1	0.0	9
O=C1CCCN1CCCNCc1c(C(=O)N2CCCCCCC2)nc2sccn12	5	0.9	0.2	5
O=C(NC1CCCCC1)C1CC(c2ccccc2F)=NO1 (centres undefined)	0	2.0	-0.1	-11
COC(=O)C1=C(C)N(CCc2ccccc2)C(=O)C1(NC(=O)c1ccccc1)C(F)(F)F (centres undefined)	5	0.6	-0.1	10
COC(=O)/N=C/c1c(NCc2ccccc2)nc2c(C)cccn2c1=O	-1	0.0	-0.1	-13
Cc1ccc(C(C)C)c(OCCSc2nc3ncnc(N)c3[nH]2)c1	12	1.9	0.0	4
FC(F)(F)c1ccc(Nc2nc(NCCOc3ccccc3)c3ncn(C4CCCCC4)c3n2)cc1	13	0.5	0.2	-5
CCc1ccc(OCCSc2nc3ccccc3n2CCC(=O)O)cc1	8	2.5	-0.1	7
CCCCc1nc2c(c3c1C[C@H](C)OC3)CN(CCOc1ccccc1)CC2	5	-0.6	0.1	.
NS(=O)(=O)c1ccc(NC(=O)CSc2nnc(Nc3ccccc3)s2)cc1	-3	1.4	0.0	-4
CC(NS(=O)(=O)c1ccc(F)cc1)C(c1cccs1)N1CCN(C)CC1 (centres undefined)	6	-0.9	0.4	3
O=C(C1Sc2nnc(-c3ccccc3)n2NC1c1ccc(F)cc1)N1CCCCC1 (centres undefined)	8	2.2	0.3	-5
CC1CC(C)CN(c2ncnc3c2cnn3C)C1 (centres undefined)	-3	1.8	0.1	13
CC(C)(Oc1ccc(Cl)cc1)C(=O)NCC1(CO)CC1	4	-0.8	0.4	20
COC(CN(C)S(=O)(=O)c1cc(Br)cc2c1N(C(=O)C1CC1)CC2)OC	-7	-0.2	0.2	-6

Structural class, the compounds so far with an NH in an aromatic ring (3)
SMILES	MITF inh	GPR151 ag	FBW7 activator	TEAD-YAP block
COc1cccc(NC(=O)c2snc3c(=O)[nH]cnc23)c1	3	-1.0	0.0	-3
CCOc1ccc2[nH]c(=O)c(CN(CCCO)C(=O)c3ccccc3)cc2c1	0	0.6	-0.1	4
Cc1ccc(C(C)C)c(OCCSc2nc3ncnc(N)c3[nH]2)c1	12	1.9	0.0	4

The list continues:
SMILES	MITF inh	GPR151 ag	FBW7 activator	TEAD-YAP block
C/C(=C\c1ccco1)CN1CCc2nnc(CCNC(=O)C3CCCO3)n2CC1 (centres undefined)	3	1.4	-0.2	-2
CCOC(=O)c1c(N)n(CCCN2CCOCC2)c2nc3ccccc3nc12	55*	-0.1	0.0	0
CCc1cc2c(C)cc(=O)oc2c2c1OCC2=O	2	0.3	0.0	-3
CCc1ccc(C2=NN(CCC(=O)NCCN(CC)c3ccccc3)C(=O)CC2)cc1	7	-1.3	0.3	13
Cc1sc2nc(C)n(C3CCN(C(=O)c4n[nH]c5c4CCCC5)CC3)c(=O)c2c1C	-10	1.9	0.0	4
CCN(CC)C1C(=O)Nc2ccc(Cl)cc2C1c1ccccc1 (centres undefined)	12	1.1	0.1	9
CC(=O)Nc1ccc(NC(=O)c2cc(N3CCOCC3)nc3ccccc23)cc1	-5	-1.3	-0.1	-1
COc1ccc(C(=O)/C=C/c2ccc(OC)cc2OC)cc1	8	1.9	-0.1	-33
Cc1cccc2cc(C#N)c(NCCCNS(=O)(=O)c3cccc(F)c3)nc12	-7	1.0	0.0	-4
O=C(COC(=O)c1cc(=O)c2ccccc2o1)Nc1ccc(F)c(F)c1	-6	1.1	0.0	6
CCOc1ccc(NC(=O)CSc2nc3cc4c(cc3c(=O)n2CCCC(=O)NCc2ccc3c(c2)OCO3)OCO4)cc1	7	-0.2	0.1	12
Cc1ccc(S(=O)(=O)N(CC(=O)N2CCN(c3ccccc3)CC2)Cc2ccccc2)cc1	13	1.4	0.8	-4
CCCCOc1ccc(C(=O)Oc2coc(CSc3nncn3C)cc2=O)cc1	-17	1.4	-0.1	-4
Cc1cc2c(cc1S(=O)(=O)CCC(=O)NC1CCCc3ccccc31)OCC(=O)N2 (centres undefined)	-3	0.6	0.0	-2
COc1ccc2nc(NC(=O)c3ccc(Cl)cc3)sc2c1	-5	-2.1	0.4	-25
CN(CC(O)COc1ccccc1CN1CCSCC1)C1CCCCC1 (centres undefined)	7	-0.4	0.0	11
C=CCc1ccccc1OCC(O)CN(CC)CC (centres undefined)	-18	-0.2	0.0	7
NC(=O)COC(=O)/C(=C/c1cccs1)c1cccs1	1	2.5	-0.1	1
COC(=O)c1ccc(C2c3c(oc4ccccc4c3=O)C(=O)N2CCCN(C)C)cc1 (centres undefined)	4	-0.8	0.1	-14
Cc1ccc(CN[C@H]2C[C@H]3C(=O)N4CCC[C@H]4C(=O)N3C2)cc1C	2	-1.1	0.0	-9
O=C(Nc1ccc2c(c1)OCCO2)c1ccc2ccccc2c1	6	-7.2	0.4	87*
Cn1c(CCNC(=O)c2cccs2)nnc1SCCN1CCOCC1	13	-0.8	0.1	3
Cc1cccc(C)c1N(CC(=O)N1CCN(c2ccccc2F)CC1)S(C)(=O)=O	3	0.4	-0.1	1
